# Source: PubChem BioAssay (The Scripps Research Institute Molecular Screening Center)
# M1 PAM parental: M1 PAM counterscreen hit in parental CHO-K1 cells | ATP EC20, Fluo-8 calcium fluorescence; 0% at ATP EC20, 100% at ATP max | hit rate 0.02% among 360,000 | activation, % at 3 µM;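 active = activation above the run cutoff, the mean activation of all test compounds plus 3 SD, cut at about 40% in these data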;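 also: peak over basal fluorescence ratio in a 140 s read after ATP addition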
# CHO parental Ca: signal in parental CHO cells, OX1R antagonist counter-screen | hit rate 0.63% among 330,000 | inhibition, % at 5.6 µM | parental CHO-K1, ATP-induced calcium, Fluo-8 fluorescence | AID 463079;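 active = inhibition above that plate's mean sample inhibition plus 3 SD, cut at about 26% in these data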;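 also: 0% = ATP-challenged DMSO wells and 100% = DMSO wells without ATP; some compounds past the cut are filed as inactive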
#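 Material: parental CHO cells / Compound: single nominal dose of 5.6 µM per compound / Signal: Fluo-8 fluorescence / Replicates: singlicate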
# TAAR1 antag: antagonists of human TAAR1. inhibition, % at 3 µM. hit rate 1.5% among 360,000. CHO RD-HGA16 TAAR1, Fluo-8 calcium fluorescence, antagonist. AID 624466. Q96RJ0;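 active = inhibition above a per-plate cutoff, the mean inhibition of test compounds on that plate plus 3 SD, cut at about 49% in these data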;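 also: 0% = DMSO plus EC80 beta-PEA response and 100% = DMSO alone without agonist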
# Target sequence (Q96RJ0 whole entry, looked up): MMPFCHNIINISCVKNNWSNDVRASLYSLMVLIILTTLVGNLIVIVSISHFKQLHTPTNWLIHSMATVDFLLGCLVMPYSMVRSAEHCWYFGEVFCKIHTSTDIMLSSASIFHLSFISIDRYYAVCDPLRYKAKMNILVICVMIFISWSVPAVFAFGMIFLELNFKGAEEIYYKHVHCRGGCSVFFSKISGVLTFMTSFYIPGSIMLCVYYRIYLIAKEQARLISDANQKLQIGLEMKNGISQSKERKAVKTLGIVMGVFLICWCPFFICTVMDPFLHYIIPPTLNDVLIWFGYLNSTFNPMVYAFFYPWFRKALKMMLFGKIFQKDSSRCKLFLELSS
#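 Assay system: RD-HGA16 CHO cells with stable hTAAR1 and Gα16 / Reagent: EC80 β-phenethylamine stimulus / Doses: 3 µM, single point / Timing: dye loading 75 min at 37 °C, then 30 min room temperature / Measured by: Fluo-8 intracellular calcium dye fluorescence, real-time kinetic reads / Controls: vehicle wells and EC80 agonist wells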
# M1 ag parental: counter-screen for M1 agonists: effect in parental CHO-K1 cells. AID 602248. hit rate 0.48% among 360,000. Fluo-8 calcium fluorescence; scaled to maximal ATP response, vehicle zero. activation, % at 3 µM; in the data active = activation above about 15%;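 also: untransfected CHO-K1 host cells lacking M1 receptor as counterscreen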
# CHRM1 agonist: activates human CHRM1 receptor. AID 588814. P11229. activation, % at 3 µM. hit rate 0.33% among 360,000. CHO-K1 hM1, Fluo-8 calcium fluorescence, agonist mode; 0% DMSO, 100% acetylcholine EC100;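 active = activation above the run's mean compound activation plus 3 SD, cut at about 16% in these data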;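 also: peak over basal fluorescence ratio within a 140 s kinetic read after compound addition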
# OXTR potentiate: potentiates the human oxytocin receptor response; activation, % at 3 µM; hit rate 0.061% among 320,000; P30559; CHO-OTR cells, Fluo-8 calcium fluorescence, potentiator mode; 0% = oxytocin EC15, 100% = EC100;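 active = activation above that plate's cutoff, the mean activation of tested compounds plus 3 SD, cut at about 6.6% in these data, passing the limit was not always enough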;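 also: 100% uses oxytocin at 75 nM as the full agonist control; some results filed as inactive read as strong as hits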
# Target sequence (P30559 whole entry, looked up): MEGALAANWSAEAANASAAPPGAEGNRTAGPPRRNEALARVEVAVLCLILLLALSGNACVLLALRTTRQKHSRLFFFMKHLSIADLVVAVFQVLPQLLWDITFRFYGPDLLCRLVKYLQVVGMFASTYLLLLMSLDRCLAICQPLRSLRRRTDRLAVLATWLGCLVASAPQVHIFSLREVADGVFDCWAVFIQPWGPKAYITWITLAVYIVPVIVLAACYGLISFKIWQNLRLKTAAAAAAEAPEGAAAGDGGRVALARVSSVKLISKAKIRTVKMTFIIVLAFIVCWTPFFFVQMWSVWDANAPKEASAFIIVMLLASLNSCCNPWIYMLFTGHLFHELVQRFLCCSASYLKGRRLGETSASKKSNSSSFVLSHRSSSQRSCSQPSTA
#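 Assay system: CHO cell line stably expressing human OTR. Reagent: EC15 oxytocin agonist. Dosing: single dose, 3.0 µM nominal final compound concentration. Timing: compound 6 min at room temperature before oxytocin, 100 s read. Signal: kinetic Fluo-8 calcium fluorescence. Controls: oxytocin EC15 low and EC100 high.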
# CHO-K1 Ca antag: nonselective inhibitor or artifact in parental CHO-K1 cells. AID 602250. ATP-induced calcium, Fluo-8 fluorescence. inhibition, % at 3 µM. hit rate 0.6% among 360,000;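 active = inhibition above a per-plate cutoff, the plate's mean sample inhibition plus 3 SD, cut at about 24% in these data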;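 also: 0% = DMSO plus EC80 ATP and 100% = DMSO alone without ATP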
# V1R ag counter: V1a receptor agonism, counter-screen for OXTR agonists. P37288. CHO-V1R cells, Fluo-8 calcium fluorescence, agonist mode; 0% DMSO, 100% 3 nM vasopressin. activation, % at 3 µM. hit rate 0.25% among 320,000;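 active = activation above the mean activation of all tested compounds plus 3 SD, per screening run, cut at about 20% in these data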;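 also: signal is peak over basal fluorescence ratio across a 100 second FLIPR read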
# TAAR1 agonist: agonists of human TAAR1 | Q96RJ0 | CHO RD-HGA16 TAAR1, Fluo-8 calcium fluorescence; vehicle wells 0%, saturating PEA agonist 100% | activation, % at 3 µM | hit rate 0.99% among 360,000 | AID 624467;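 active = activation above the mean activation of all test compounds in the run plus 3 SD, cut at about 38% in these data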
#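 Test system: RD-HGA16 (CHO) cells co-expressing Gα16 and hTAAR1 | Doses: Single dose, 3 µM | Schedule: 17-24 h seeding, 75 min 37 °C dye, 30 min RT | Evaluation: % activation from peak over basal fluorescence ratio, DMSO-to-PEA scaled | Technique: Kinetic Fluo-8 calcium fluorescence | Benchmarks: Low control DMSO, high control PEA (EC100)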
# * marks the source's active call; other numbers are inactive results; . = not tested or not shown.
# Start of the data: the first 4 compounds, ahead of the listing:
SMILES,M1 PAM parental,CHO parental Ca,TAAR1 antag,M1 ag parental,CHRM1 agonist,OXTR potentiate,CHO-K1 Ca antag,V1R ag counter,TAAR1 agonist
COc1cccc(O)c1CN1CCCC(C(=O)c2cccc(C(F)(F)F)c2)C1 (centres undefined),9,-35,-17,0.8,-5,1,-9,0.0,18
O=C(Cn1cc([N+](=O)[O-])cn1)NCc1ccco1,-4,-14,-4,0.7,-3,-8,-8,1.2,1
CCn1c(SCC(=O)Nc2ccc(NC(C)=O)cc2)nc2c1c(=O)n(C)c(=O)n2C,3,6,-2,0.4,-4,-5,-4,0.5,-3
Clc1cc(Cl)cc(CSc2nnc(-c3sccc3-n3cccc3)o2)c1,-10,-9,27,-0.2,-2,-13,15,-0.2,9

# All compounds of this part, from the first entry:
SMILES,M1 PAM parental,CHO parental Ca,TAAR1 antag,M1 ag parental,CHRM1 agonist,OXTR potentiate,CHO-K1 Ca antag,V1R ag counter,TAAR1 agonist
COc1cccc(O)c1CN1CCCC(C(=O)c2cccc(C(F)(F)F)c2)C1 (centres undefined),9,-35,-17,0.8,-5,1,-9,0.0,18
O=C(Cn1cc([N+](=O)[O-])cn1)NCc1ccco1,-4,-14,-4,0.7,-3,-8,-8,1.2,1
CCn1c(SCC(=O)Nc2ccc(NC(C)=O)cc2)nc2c1c(=O)n(C)c(=O)n2C,3,6,-2,0.4,-4,-5,-4,0.5,-3
Clc1cc(Cl)cc(CSc2nnc(-c3sccc3-n3cccc3)o2)c1,-10,-9,27,-0.2,-2,-13,15,-0.2,9
O=C(CCc1ccccc1)NNC(=O)COc1ccc(Br)cc1,13,-3,-4,0.3,-3,-2,7,-0.6,-1
O=C(Nc1cccc(S(=O)(=O)C(F)F)c1)c1ccc(S(=O)(=O)N2CCOCC2)cc1,5,-8,17,3.5,-3,-4,0,8.1,29
Cc1onc(-c2c(F)cccc2Cl)c1C(=O)Nc1nccs1,19,0,37,4.9,-2,-11,-3,1.5,13
COc1ccccc1CNC(=O)C1CCN(C(=O)N(C)C)CC1,4,-15,4,0.1,-3,-5,-10,0.5,12
C/C(=N\NC(=O)c1cc(C)[nH]n1)c1ccc(-c2ccccc2)cc1,14,-5,10,1.3,-5,-2,-6,-1.0,7
O=C(COc1ccccc1)N(Cc1ccco1)c1ccc(O)cc1,17,-6,27,3.7,-4,-7,-8,2.3,5
CCOC(CNc1ncnc2c1cnn2C)OCC,12,8,-15,0.8,-1,-6,8,0.2,10
CCOC(=O)c1cnn(-c2ncnc3sc(CC)cc23)c1N,-7,-12,5,0.3,-4,1,5,0.2,16
COC(=O)[C@@]1(Cc2ccc(F)cc2)[C@H]2c3cc(C(=O)N4CCCC4)n(Cc4ccc(S(C)(=O)=O)cc4)c3C[C@H]2CN1C(=O)c1ccccc1,1,.,-13,3.1,.,.,-22,.,4
CCC(CC)C(=O)c1c[nH]c(C(=O)NCc2ccncc2)c1,2,-6,-25,0.7,-4,-4,0,0.0,1
COc1ccc(S(=O)(=O)N2CCCOC2CNC(=O)C(=O)NCCc2ccco2)cc1 (centres undefined),-10,-3,-19,0.5,-3,-7,1,-0.2,4

# A draw from above in order of molar mass, rising.
SMILES,M1 PAM parental,CHO parental Ca,TAAR1 antag,M1 ag parental,CHRM1 agonist,OXTR potentiate,CHO-K1 Ca antag,V1R ag counter,TAAR1 agonist
CCOC(CNc1ncnc2c1cnn2C)OCC,12,8,-15,0.8,-1,-6,8,0.2,10
CCC(CC)C(=O)c1c[nH]c(C(=O)NCc2ccncc2)c1,2,-6,-25,0.7,-4,-4,0,0.0,1
Cc1onc(-c2c(F)cccc2Cl)c1C(=O)Nc1nccs1,19,0,37,4.9,-2,-11,-3,1.5,13

# Carrying on:
SMILES,M1 PAM parental,CHO parental Ca,TAAR1 antag,M1 ag parental,CHRM1 agonist,OXTR potentiate,CHO-K1 Ca antag,V1R ag counter,TAAR1 agonist
COc1ccc(N(CC(=O)NC2CCCCC2)C(=O)CNC(=O)c2cccs2)cc1,-4,-19,-10,0.9,2,1,-10,0.3,4
COc1ccc(-c2nnc(SCC(=O)N3CCCc4ccccc43)o2)cc1OC,17,-17,-18,0.4,1,3,-15,1.0,8
COc1ccc(NC(=O)c2cc([N+](=O)[O-])ccc2O)cc1,11,15,-3,13,4,-16,2,6.8,8
CC1(C)CC(=O)C=C(NCCN2CCNCC2)C1,.,-14,3,.,.,-1,.,0.8,-1
Cc1ccc(OCC(=O)NNC(=O)c2ccccc2OCc2c(C)noc2C)cc1,-6,-27,4,0.2,-2,1,-4,-0.1,3
CCc1nnc(NC(=O)CSCc2cc(=O)n3ccsc3n2)s1,27,-5,-16,-0.4,-5,2,-19,1.5,1
Cc1cc(C)c2c(n1)nn1c(N3CCN(c4ccccc4C)CC3)cc(C)nc21,-6,-22,6,0.0,-5,-13,8,-0.7,-2
CCCCn1nnc(NC(=O)c2ccc(-c3cccc(Cl)c3)o2)n1,9,-16,.,0.4,-2,-8,-8,-0.7,.
N#Cc1ccc(Cl)cc1NC(=O)CNCc1cccs1,-1,-12,-25,1.5,-5,-4,-11,0.9,8
O=[N+]([O-])c1cccc(-c2nc(-c3ccccc3)no2)c1,-7,0,-5,0.0,-6,0,-2,-0.4,18
CC12CCC(O)CC1=CCC1C2CCC2(C)C1CCC21CCC(=O)O1 (centres undefined),-8,10,-6,5.0,-7,-9,7,2.8,3
CC(=O)Nc1ccc(NC(=O)C(C)OC(=O)c2cc(S(=O)(=O)N3CCOCC3)ccc2Cl)cc1 (centres undefined),11,-16,-7,0.8,-4,-5,-18,0.6,0
COCCCNC(=O)c1ccc2c(c1)nc(C)n2-c1cccc(C)c1,-27,-7,-6,-0.2,-3,0,-1,-0.6,2
CCN(CC)S(=O)(=O)c1cccc(NC(=O)CSc2nnc(N)s2)c1,4,-3,-14,0.7,-4,1,0,1.5,2
CC(=O)Nc1ccc(NC(=O)c2ccccc2CCc2ccccc2)cc1,-9,-4,-4,0.0,-3,-29,-1,-0.2,3
CCN(CC)CCC#CC(O)(c1ccccc1)C1CCCCC1 (centres undefined),13,-20,-10,3.4,-14,-4,-20,9.3,3
Cc1ccccc1-c1cc(C(=O)NCc2cccc(C(F)(F)F)c2)n(CC2CC(c3cccnc3)=NO2)n1 (centres undefined),4,-16,55*,2.7,-9,-1,15,1.7,13
CCOc1ccccc1NC(=O)NC1(C(=O)NCc2cccnc2)CCCCC1,-5,-4,-12,-0.3,-4,-6,-9,0.2,5
CCOC(CNC(=O)C(=O)NCC(c1ccco1)N1CCN(c2ccc(OC)cc2)CC1)OCC (centres undefined),6,-10,-29,0.9,1,-12,-13,0.5,3
COC(=O)c1cc(OC)c(OC)cc1NC(=S)NC(=O)c1ccco1,-7,-10,-1,0.2,-2,-4,16,0.4,-1
COc1cccc(N2C(=O)C3CCCN3C2c2cccs2)c1 (centres undefined),26,-12,-7,0.4,18*,0,-12,9.6,-1
O=c1[nH][nH]c(-c2ccccc2O)c1C(C[N+](=O)[O-])c1cccc(Cl)c1 (centres undefined),16,-6,-18,0.6,-7,1,-5,1.3,1
COc1ccc(CN(C)C(=O)c2ccc(NS(=O)(=O)c3ccc4[nH]c(=O)[nH]c4c3)cc2)c(OC)c1OC,10,2,13,0.4,-4,1,-21,0.4,12
Cc1cc(NC(=O)CSCC(=O)N2CCN(c3ccccc3)CC2)no1,17,-13,-4,0.5,-3,-7,-16,0.9,3
CCC(NC(=O)c1ccccc1NC(=O)c1ccccc1)C(=O)NNC(=O)CSc1nc2ccccc2o1 (centres undefined),14,-20,34,2.1,-4,-8,-6,0.5,0
Fc1ccc(CSc2nnc3ccccn23)c(Cl)c1,-15,-2,-14,-0.3,-4,-10,5,-1.0,1
N=C1/C(=C/c2ccc(-c3cccc(C(=O)O)c3)o2)C(=O)N=C2SC=C(c3ccccc3)N12,-3,7,71*,2.5,1,-14,11,2.0,15
Cc1ccccc1C(=O)c1cn[nH]c1-c1ccccc1O,-3,-5,-17,3.8,-11,1,-3,2.2,0
CCc1nc2oc3cc(OC)ccc3c(=O)c2c(=O)n1Cc1ccco1,9,-12,6,0.1,-2,-12,-1,0.6,18
COc1ccc(OC)c(C2SCCN2S(=O)(=O)c2cccc(C(F)(F)F)c2)c1 (centres undefined),-4,-11,3,-0.3,-3,-8,-8,1.6,9

# An excerpt from above with just OXTR potentiate and TAAR1 agonist.
SMILES,OXTR potentiate,TAAR1 agonist
COc1cccc(N2C(=O)C3CCCN3C2c2cccs2)c1 (centres undefined),0,-1
O=c1[nH][nH]c(-c2ccccc2O)c1C(C[N+](=O)[O-])c1cccc(Cl)c1 (centres undefined),1,1
Cc1ccccc1C(=O)c1cn[nH]c1-c1ccccc1O,1,0
CCOC(CNC(=O)C(=O)NCC(c1ccco1)N1CCN(c2ccc(OC)cc2)CC1)OCC (centres undefined),-12,3

# Continuation:
SMILES,M1 PAM parental,CHO parental Ca,TAAR1 antag,M1 ag parental,CHRM1 agonist,OXTR potentiate,CHO-K1 Ca antag,V1R ag counter,TAAR1 agonist
Fc1cccc(NC(=S)NCC(c2cccnc2)N2CCOCC2)c1 (centres undefined),.,-8,-32,.,.,-4,.,0.6,2
CCOC(=O)c1nn(-c2ccc(C)cc2)cc1C(=O)c1ccccc1,19,-17,17,0.9,-7,-5,9,-0.5,9
Cc1c(-n2cc(C(=O)c3cc(Cl)ccc3O)cc(C#N)c2=O)c(=O)n(-c2ccccc2)n1C,17,-21,.,3.5,-8,-1,-42,2.7,.
COCCNC(=O)CN(C(=O)CCC(=O)Nc1cc(C)on1)c1ccccc1C,-4,-1,0,0.3,1,-19,3,0.2,15

# In another format: 2 of the compounds above
# Every second line gives: M1 PAM parental | CHO parental Ca | TAAR1 antag | M1 ag parental | CHRM1 agonist | OXTR potentiate | CHO-K1 Ca antag | V1R ag counter | TAAR1 agonist
CCOC(=O)c1nn(-c2ccc(C)cc2)cc1C(=O)c1ccccc1
  19 | -17 | 17 | 0.9 | -7 | -5 | 9 | -0.5 | 9
Fc1cccc(NC(=S)NCC(c2cccnc2)N2CCOCC2)c1 (centres undefined)
  . | -8 | -32 | . | . | -4 | . | 0.6 | 2
